NALP1 yeast inh: NALP1 inhibition; S. cerevisiae NALP1/ASC/caspase-1 growth, X-gal OD620, 72 h; inhibition, % at 10 µM; 280,000 tested, 0.61% active; in the data active means inhibition mostly above about 24%, no sharp cut-off; inactive means mostly below about 32%; further: some compounds called inactive have numbers as strong as hits
PHOSPHO1 inh: blocks human PHOSPHO1 phosphatase activity; recombinant PHOSPHO1, absorbance phosphatase assay; inhibition, % at 13.3 µM; 290,000 tested, 1.1% active; AID 1565; in the data active means inhibition above about 60%
Target sequence (Q8TCT1 whole entry, looked up): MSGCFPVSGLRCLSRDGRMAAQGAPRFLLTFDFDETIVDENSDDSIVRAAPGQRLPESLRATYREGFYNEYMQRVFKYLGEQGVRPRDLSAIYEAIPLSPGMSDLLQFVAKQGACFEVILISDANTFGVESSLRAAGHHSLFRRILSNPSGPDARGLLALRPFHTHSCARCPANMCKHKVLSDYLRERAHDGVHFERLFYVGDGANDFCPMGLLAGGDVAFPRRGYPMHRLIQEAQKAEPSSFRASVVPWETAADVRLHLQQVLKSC
VIM-2 inh: inhibitors of Pseudomonas aeruginosa VIM-2 metallo-beta-lactamase; purified VIM-2, nitrocefin hydrolysis, epi-absorbance fluorescence; inhibition, % at 5.6 µM; 290,000 tested, 0.89% active;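 active means inhibition above the mean of all tested compounds plus 3 SD, cutoff set per screening run, cut at about 7.5% in these data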;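 further: red hydrolysis product quenches plate fluorescence so inhibitors raise well fluorescence; 0% = enzyme with DMSO and 100% = DMSO without enzyme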
IMP-1 inh: inhibitors of Pseudomonas aeruginosa IMP-1 metallo-beta-lactamase; purified IMP-1, nitrocefin hydrolysis, epi-absorbance fluorescence; inhibition, % at 5.6 µM; 290,000 tested, 0.45% active; AID 1556;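 active means inhibition above the mean plus 3 SD of all compounds in the same screening run, cut at about 4.5% in these data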;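 further: 0% = IMP-1 with DMSO and 100% = DMSO wells lacking enzyme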
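System: purified IMP-1 / Input: IMP-1 dispensed at 0.2 nM / Medium: 50 mM HEPES pH 7.1, 50 µM ZnSO4, 0.05% Brij 35 / Timing: 15 min enzyme–compound preincubation, then 25 min nitrocefin reaction, 25 °C / Technique: plate fluorescence quenching by hydrolysis product, ex 480/em 530 nm / Repeats: singlicate testing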
p-CIP stab down: lowers stability of the mouse p/CIP coactivator protein. Q05BA5. F442A p/CIP-EGFP cells, EGFP fluorescence, 16 h. decrease of EGFP signal, % at 10 µM. 290,000 tested, 0.01% active;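 active means EGFP signal decrease of at least 30% at 10 µM or well 3 SD below plate mean, unless failing retest; inactive means the rest, including hits failing retest or dose response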; further: some compounds called inactive have numbers as strong as hits; many of its hits are not listed in these tables
IDE act: IDE (human) activation, cell-based; P14735; HEK cells, FAbeta-B cleavage, fluorescence polarization; 0% vehicle, 100% cell-free pure enzyme wells; activation, % at 5.96 µM; 340,000 tested, 0.073% active; AID 493087;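 active means activation above the mean of all tested compounds plus 3 SD, set per screening campaign, cut at about 17% in these data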
IDE cell inh: cellular human IDE inhibition | P14735 | HEK cells, FAbetaB cleavage, fluorescence polarization | inhibition, % at 5.59 µM | 320,000 tested, 0.41% active | AID 434962;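 active means percent inhibition above the average of all tested compounds plus 3 SD, set per screening campaign, cut at about 16% in these data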;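 further: IDE supplied by intact live HEK cells; FP after avidin binding of uncleaved biotin substrate so inhibition keeps polarization high; 0% = DMSO wells and 100% = 60 µM reference IDE inhibitor Ii1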
M18AAP inhibitor: blocks P. falciparum M18 aspartyl aminopeptidase. recombinant PfM18AAP, H-Glu-NHMec fluorogenic cleavage. 290,000 tested, 1.2% active. inhibition, % at 7.35 µM;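 active means inhibition above the campaign mean inhibition over all tested compounds plus 3 SD, cut at about 28% in these data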;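 further: 0% = plate median of test compound wells and 100% = 2 mM ZnCl2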
GPR7 antag: blocks human GPR7 receptor signaling; AID 1861; inhibition, % at 4.4 µM; 290,000 tested, 1.1% active; P48145; GPR7-expressing cells, fluorescence antagonist assay; in the data active means inhibition above about 16%, passing the limit was not always enough;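 further: cells stimulated with the agonist NPW; 0% = agonist with vehicle and 100% = vehicle without agonist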
Target sequence (P48145 whole entry, looked up): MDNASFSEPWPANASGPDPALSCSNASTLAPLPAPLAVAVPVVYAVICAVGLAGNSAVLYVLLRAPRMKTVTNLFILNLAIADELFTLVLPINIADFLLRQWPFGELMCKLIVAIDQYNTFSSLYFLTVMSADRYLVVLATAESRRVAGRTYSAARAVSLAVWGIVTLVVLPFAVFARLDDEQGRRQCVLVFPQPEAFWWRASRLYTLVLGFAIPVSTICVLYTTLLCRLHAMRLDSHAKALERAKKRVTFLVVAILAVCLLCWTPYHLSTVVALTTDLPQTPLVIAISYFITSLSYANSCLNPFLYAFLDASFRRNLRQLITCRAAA
* hit, by the source's call; x = no result given.

SMILES	NALP1 yeast inh	PHOSPHO1 inh	VIM-2 inh	IMP-1 inh	p-CIP stab down	IDE act	IDE cell inh	M18AAP inhibitor	GPR7 antag
CC1(C)Oc2ccc(C(=O)N3CCOCC3)cc2N(CC(=O)N2CCOCC2)C1=O	8	-4	-2.7	-3.7	-6	8	-1	6	7
Cc1cc(C)c(C)c(S(=O)(=O)N2CCC(C(=O)NCC(c3ccccc3)N(C)C)CC2)c1C (stereo unspecified)	-1	27	-2.4	-3.0	5	-1	-5	4	15
O=C(NCc1ccco1)c1ccc(S(=O)(=O)N2CCCCC2)cc1	-3	3	-1.6	-2.7	0	3	-1	4	2
CC(Sc1nnc2c(n1)[nH]c1ccccc12)C(=O)N(C)C1CCCCC1 (stereo unspecified)	10	26	-0.1	-2.9	-16	3	-19	4	-8
CC(CNC(=O)CCCn1ncn2c(cc3occc32)c1=O)c1ccccc1 (stereo unspecified)	25	34	0.8	0.9	6	-2	-7	-1	-3
COCCN1CCN(C(=O)C2CCC(=O)N(CCc3ccc(Cl)cc3)C2)CC1 (stereo unspecified)	14	31	0.2	-0.3	0	-8	-2	-11	-9
CCn1c(SCC(=O)N2c3ccccc3Sc3ccccc32)nc2c1c(=O)n(C)c(=O)n2C	26	-32	x	x	-4	0	4	x	x
CCCN1C(=O)/C(=C/c2c(NCCCOCC)nc3c(C)cccn3c2=O)SC1=S	11	13	-1.0	-4.0	-24	2	x	-1	-2
O=C(N1CCOCC1)N(CCN1CCOCC1)Cc1cccc(Cl)c1	8	2	-3.4	-3.2	-8	4	10	-1	14
Cc1cccc(Nc2ncnc3nc[nH]c23)c1C	2	-5	-3.1	-0.8	6	9	7	1	2
Cc1ccc(C(=O)N/C(=C/c2ccc(-c3cccc([N+](=O)[O-])c3)o2)C(=O)NC(C)C)cc1	-1	14	-0.4	-2.2	5	10	5	-3	-8
O=C(Cc1cccs1)Nc1cccc(-c2nc3cc4ccccc4cc3[nH]2)c1	23	21	-2.4	-2.7	4	-7	3	-6	0
CCOC(=O)C1CCN(C(=O)CS(=O)Cc2nc(-c3ccc(C)cc3)oc2C)CC1 (stereo unspecified)	-28	11	-2.0	-2.7	-8	2	3	-5	-7
S=C1Nc2cc(Cl)ccc2Sc2ccccc21	13	-1	-4.0	-4.3	-12	0	0	-1	-11
CC(CCc1ccccc1)NC(=O)C(=O)c1c[nH]c2ccccc12 (stereo unspecified)	10	44	-3.7	-2.5	-4	2	-2	9	-19
COCCN(C(=S)Nc1ccccc1C)C(C)c1cccs1 (stereo unspecified)	20	4	-1.8	-4.6	-7	-6	-6	-3	1
O=C(COC(=O)CNC(=O)c1ccc2c(c1)OCO2)Nc1ncc(Cl)cc1Cl	20	37	3.8	-1.6	-21	2	-1	-7	8
Cc1ccc(CNC(=O)CCS(=O)(=O)c2ccc(C)cc2)cc1	-2	11	-0.9	-1.5	-6	-1	2	4	-10
O=C(CSc1ccc(-c2ccccc2)nn1)N1CCOCC1	12	-18	-0.3	-3.8	-4	-2	10	4	-14
CCNS(=O)(=O)c1ccc(NC(=O)c2ccccc2SCCOC)cc1	9	-16	0.8	-0.9	-10	0	3	-8	0
CCOC(=O)c1ccc(NC(=O)c2cccc(S(=O)(=O)N3c4ccccc4CC3C)c2)s1 (stereo unspecified)	12	7	-4.8	-4.5	-7	-4	2	-4	3
O=c1cc(-c2ccccc2)c2ccc(O)c(CN3CCCCC3)c2o1	-3	-6	-0.2	-0.7	1	9	-1	4	3
O=C(CSc1nnc(-c2cccs2)o1)N1CCCc2ccccc21	-26	1	-3.6	-4.4	10	1	3	-4	-9
Cc1c(Cl)cnc(NC(=O)COC(=O)c2nn(C)c(=O)c3ccccc23)c1Cl	-5	-23	1.4	-4.4	-6	2	-1	-8	-8

An excerpt from above, limited to IDE cell inh, IMP-1 inh and p-CIP stab down.
SMILES	IDE cell inh	IMP-1 inh	p-CIP stab down
O=C(CSc1nnc(-c2cccs2)o1)N1CCCc2ccccc21	3	-4.4	10
Cc1c(Cl)cnc(NC(=O)COC(=O)c2nn(C)c(=O)c3ccccc23)c1Cl	-1	-4.4	-6

10 entries from above, in CSV form:
SMILES,NALP1 yeast inh,PHOSPHO1 inh,VIM-2 inh,IMP-1 inh,p-CIP stab down,IDE act,IDE cell inh,M18AAP inhibitor,GPR7 antag
CC(CCc1ccccc1)NC(=O)C(=O)c1c[nH]c2ccccc12 (stereo unspecified),10,44,-3.7,-2.5,-4,2,-2,9,-19
COCCN(C(=S)Nc1ccccc1C)C(C)c1cccs1 (stereo unspecified),20,4,-1.8,-4.6,-7,-6,-6,-3,1
O=C(COC(=O)CNC(=O)c1ccc2c(c1)OCO2)Nc1ncc(Cl)cc1Cl,20,37,3.8,-1.6,-21,2,-1,-7,8
Cc1ccc(CNC(=O)CCS(=O)(=O)c2ccc(C)cc2)cc1,-2,11,-0.9,-1.5,-6,-1,2,4,-10
O=C(CSc1ccc(-c2ccccc2)nn1)N1CCOCC1,12,-18,-0.3,-3.8,-4,-2,10,4,-14
CCNS(=O)(=O)c1ccc(NC(=O)c2ccccc2SCCOC)cc1,9,-16,0.8,-0.9,-10,0,3,-8,0
CCOC(=O)c1ccc(NC(=O)c2cccc(S(=O)(=O)N3c4ccccc4CC3C)c2)s1 (stereo unspecified),12,7,-4.8,-4.5,-7,-4,2,-4,3
O=c1cc(-c2ccccc2)c2ccc(O)c(CN3CCCCC3)c2o1,-3,-6,-0.2,-0.7,1,9,-1,4,3
O=C(CSc1nnc(-c2cccs2)o1)N1CCCc2ccccc21,-26,1,-3.6,-4.4,10,1,3,-4,-9
Cc1c(Cl)cnc(NC(=O)COC(=O)c2nn(C)c(=O)c3ccccc23)c1Cl,-5,-23,1.4,-4.4,-6,2,-1,-8,-8

Later entries
SMILES	NALP1 yeast inh	PHOSPHO1 inh	VIM-2 inh	IMP-1 inh	p-CIP stab down	IDE act	IDE cell inh	M18AAP inhibitor	GPR7 antag
CCN(CC)C(=O)CSc1nc2ccccc2c(=O)n1OC	4	5	-2.2	-2.2	0	7	0	-2	-12
COCCn1c(SCC(=O)Nc2ccc(F)cc2)nc2c(oc3ccccc32)c1=O	24	32	-1.8	-1.2	-12	1	3	2	-10
COc1ccc2nc(SCC(=O)N3CC(=O)Nc4ccccc43)c(C#N)cc2c1	4	17	-4.0	-5.3	-21	-3	2	-7	-1
COc1ccc(-c2nnc(NC(=O)CS(=O)(=O)c3ccc(Cl)cc3)o2)c(OC)c1	-11	47	-3.5	-3.8	-5	-2	3	2	2
CC1=NN(c2ccccc2)C(=O)/C1=C\c1ccc(Br)s1	15	-7	-2.7	-3.4	6	3	-1	25	-6
Cc1cc(-c2ccccc2)nc2[n+]1CCN2C	28	-14	0.7	-1.1	5	8	6	-3	-2
Cc1ccc(S(=O)(=O)CCC(=O)OCn2nnc3ccccc3c2=O)cc1	9	12	-2.0	-1.9	11	3	-1	-5	7
COCc1ccc(CN2CCCC(CO)(Cc3ccccc3C)C2)o1 (stereo unspecified)	-11	49	-2.1	-4.4	-3	11	3	-1	-5
O=C(CSc1nc2ccccc2o1)Nc1ccc(N2CCOCC2)cc1	28*	22	-1.1	-2.2	3	2	4	8	-7
COc1ccccc1C1CCN(Cc2cccc([N+](=O)[O-])c2)CC1	18	2	0.8	-0.8	7	6	-4	2	1
CN1CCN(C(=S)SCc2nc(N)nc(Nc3ccc(F)cc3)n2)CC1	18	48	2.5	-2.6	20	5	-3	-5	2
Cc1cccnc1N1C(=O)c2ccc(C(=O)O)cc2C1=O	-49	16	-0.9	-0.1	5	3	-7	-10	3
O=C1NC(=O)/C(=C/c2ccccn2)S1	8	24	-1.3	-1.8	-12	-1	0	2	-17
COc1ccc(NC(=O)COC(=O)c2ccc(Cl)c(S(N)(=O)=O)c2)c([N+](=O)[O-])c1	16	16	1.2	-0.9	-2	-2	8	8	1
Clc1ccc2[nH]c3c(N4CCC5(CC4)OCCO5)ncnc3c2c1	7	28	1.1	-1.2	-14	x	22*	-19	10
CCCn1nc(C(=O)NCc2ccccn2)c2ccccc2c1=O	1	-12	-2.9	-1.7	6	1	4	-4	-10
Cc1nc2ccccc2n1CCc1ccccc1	11	45	-3.7	-1.4	-22	3	0	0	-5
CC(=O)c1ccc(NC(=O)C2CCCN(c3ncnc4c3nc3n4CCCCC3)C2)cc1 (stereo unspecified)	9	-6	-0.5	-4.7	-5	2	12	-5	-14
O=C1[C@@H]2Cc3c([nH]c4ccccc34)C(c3cccc([N+](=O)[O-])c3)N2C(=O)CN1C1CCN(Cc2ccccc2)CC1 (stereo partly specified)	19	x	-0.7	0.2	-6	2	1	-8	31
COC(=O)c1ccccc1OCCCOc1ccc(C=O)cc1OC	15	29	-3.2	-4.3	-11	-1	5	-7	-16
COc1ccc(OC)c(C2C(C#N)=C(N)Oc3cc(C)n(Cc4ccccn4)c(=O)c32)c1 (stereo unspecified)	10	20	-3.3	-3.0	-7	0	1	4	-1
CCOC(=O)CC1(NC(=O)c2cc(COc3cncc(Cl)c3)on2)CCCCC1	8	18	-1.3	-3.8	-11	4	5	4	-11
C[n+]1cnc(-c2ccccc2)cc1-c1ccccc1	12	-15	-2.2	-0.4	-3	4	5	-9	1
O=C(c1ccc(-c2ccccc2)cc1)N1CCN(c2nc3ccccc3o2)CC1	16	20	0.1	1.0	-3	1	x	6	5
O=C(Nc1cccc(C(F)(F)F)c1)c1cc(-c2ccco2)on1	10	20	-3.5	-3.4	8	-1	3	-3	6
O=C(NCCc1cccs1)c1cccs1	-10	2	-1.7	-1.0	8	-1	-2	2	-3
Cc1cc(C(=O)CSc2nn3c(=O)c(C(C)(C)C)nnc3s2)c(C)n1-c1ccc(F)cc1	-1	102*	1.1	1.4	-7	-1	-3	20	3
Cc1ccc(NC(=O)c2ccc(Cn3cc([N+](=O)[O-])cn3)cc2)c(C)c1	15	-9	-1.2	-2.4	-14	5	4	2	4
CC(=O)N1N=C(c2ccncc2)OC1(Cc1ccccc1)Cc1ccccc1	7	24	-3.2	-2.7	-8	1	4	4	-10
COc1ccc(N2CCN(S(=O)(=O)c3c(C)noc3/C=C/N(C)C)CC2)cc1	9	0	-3.1	-5.2	-18	-4	12	7	-9
C(=N\Nc1ncnc2nc[nH]c12)/c1cccs1	-12	43	0.2	-1.7	-2	0	-2	-1	3
COc1ccc(S(=O)(=O)Nc2ccccc2C(=O)N2CCCCC2)cc1C	-1	47	2.3	0.1	4	-1	-4	-9	3
CCC(C(=O)Nc1cccc(C(F)(F)F)c1)c1ccccc1 (stereo unspecified)	-2	27	3.1	1.0	-20	6	6	20	28*
CCOC(=O)c1cc(NC(=O)c2ccc(C)cc2)c(=O)oc1-c1ccccc1	8	3	-5.0	-2.2	3	2	-10	-11	-13
CC1(CO)COC(c2ccccc2)=N1 (stereo unspecified)	4	0	-1.8	-4.5	-3	9	-8	-7	-8
CC1CN(C(=O)CSc2nnc3c(Cl)cc(Cl)cn23)CC(C)O1 (stereo unspecified)	8	-7	-0.4	-2.0	7	5	-7	7	-4
